Screening results deposited in PubChem by several laboratories.
PfHsp40 rescue: rescue of PfHsp40-mediated yeast toxicity. S. cerevisiae expressing PfHsp40, growth rescue, ATP luminescence. growth rescue, % at 12.5 µM. 0.68% of 340,000 active; in the data active = growth rescue above about 28%, passing the limit was not always enough; inconclusive = no clear call, values can overlap the other calls;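 also: yeast W303a lacking pdr1 and pdr3 grown in galactose medium; growth measured after three days at 30 °C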
FBA Mtb inh: Mtb fructose-bisphosphate aldolase inhibition; AID 588726; purified M. tuberculosis FBA, fluorescence read-out; P9WQA3; inhibition, % at 1 µM; 2.3% of 360,000 active; in the data active = inhibition above about 27%;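 also: 0% = vehicle and 100% = reference inhibitor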
Mtb BioA inh: BioA (M. tuberculosis) enzyme inhibition; purified M. tuberculosis BioA enzyme, plate reader; inhibition, % at 9.99 µM; 0.096% of 360,000 active; in the data active = inhibition above about 40%; inconclusive = no clear call, values can overlap the other calls
Mtb UGM inh: blocks M. tuberculosis UGM enzyme | 0.06% of 320,000 active | inhibition, % at 10 µM | purified UGM, fluorescence polarization probe displacement; in the data active = inhibition above about 10%, passing the limit was not always enough; inconclusive = no clear call, values can overlap the other calls
Anthrax LF prot: blocks Bacillus anthracis lethal factor protease; multiplex microsphere protease cleavage assay, LF; inhibition, % at 10 µM; 0.12% of 360,000 active; also: plate controls were buffer without enzyme for full effect and enzyme alone for no effect
Target sequence (P15917 whole entry, looked up): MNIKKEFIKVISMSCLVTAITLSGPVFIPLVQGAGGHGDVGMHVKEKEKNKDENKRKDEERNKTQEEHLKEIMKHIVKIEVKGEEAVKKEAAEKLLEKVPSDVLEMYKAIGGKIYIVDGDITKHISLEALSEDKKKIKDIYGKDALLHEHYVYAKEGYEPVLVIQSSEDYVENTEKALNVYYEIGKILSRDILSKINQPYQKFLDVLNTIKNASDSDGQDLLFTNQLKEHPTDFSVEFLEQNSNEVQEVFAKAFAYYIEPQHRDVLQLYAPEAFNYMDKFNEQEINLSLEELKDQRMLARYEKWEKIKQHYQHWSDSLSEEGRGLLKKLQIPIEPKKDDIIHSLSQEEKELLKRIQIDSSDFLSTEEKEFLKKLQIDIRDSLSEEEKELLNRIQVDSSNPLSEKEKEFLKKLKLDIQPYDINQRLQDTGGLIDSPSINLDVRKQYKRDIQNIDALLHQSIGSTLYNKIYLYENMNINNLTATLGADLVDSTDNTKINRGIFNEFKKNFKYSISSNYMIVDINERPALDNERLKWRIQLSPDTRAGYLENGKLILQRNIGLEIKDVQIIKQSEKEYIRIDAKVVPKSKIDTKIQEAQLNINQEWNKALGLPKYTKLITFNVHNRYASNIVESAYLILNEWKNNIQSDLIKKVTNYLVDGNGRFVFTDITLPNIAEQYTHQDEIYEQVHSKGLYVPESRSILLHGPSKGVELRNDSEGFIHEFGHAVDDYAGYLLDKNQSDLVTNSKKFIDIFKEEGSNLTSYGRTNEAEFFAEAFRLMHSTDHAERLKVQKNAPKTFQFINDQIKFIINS
BoNT A protease: blocks Botulinum neurotoxin A light chain protease; multiplex microsphere protease substrate cleavage, flow cytometry; 0.17% of 360,000 active; inhibition, % at 10 µM; also: plate controls were buffer without enzyme for full effect and enzyme alone for no effect
FadD28 FP inh: M. tuberculosis FadD28 bisubstrate binding inhibition; AID 588549; 0.22% of 360,000 active; FadD28 bisubstrate probe binding, fluorescence polarization; inhibition, % at 12.5 µM; in the data active = inhibition above about 8.5%, passing the limit was not always enough; inconclusive = no clear call, values can overlap the other calls
GDH-TPI inh: GDH-TPI coupled enzyme inhibition counter-screen | GDH-TPI coupled enzyme counterscreen, NADH absorbance | inhibition, % at 4.8 µM | 1.2% of 360,000 active | AID 588335; in the data active = inhibition above about 30%;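 also: 0% = DMSO wells and 100% = wells lacking the enzyme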
BoNT-F LC inh: BoNT F light chain protease inhibition; 0.22% of 360,000 active; Multiplex microsphere protease cleavage assay, flow cytometry; inhibition, % at 10 µM; in the data active = inhibition above about 35%, passing the limit was not always enough; inconclusive = no clear call, values can overlap the other calls; also: plate controls were buffer without enzyme for full effect and enzyme alone for no effect
Numbers without * were called inactive; ? = inconclusive; . = no result given. Rule as the data show it, unless noted: active = inhibition above about 30%; inconclusive = no clear call, values can overlap the other calls; inactive = below that.

SMILES	PfHsp40 rescue	FBA Mtb inh	Mtb BioA inh	Mtb UGM inh	Anthrax LF prot	BoNT A protease	FadD28 FP inh	GDH-TPI inh	BoNT-F LC inh
CC1CCCCC1NC(=O)CCCc1nc2ccccc2c(=O)[nH]1 (configuration not stated)	0.2	0	-1.5	.	4	0.5	-3.2	-6	-6
CCOc1ccc(CC(=O)Nc2ccc(S(=O)(=O)Nc3cc(C)on3)cc2)cc1OCC	0.3	1	0.4	0.6	-14	0.1	-2.6	1	-7
CCC(NC(=O)CCCc1ccccc1)c1ccccc1 (configuration not stated)	7.2	-1	.	-2.1	-2	0.1	-5.5	-2	2
Cc1cccc(NC(=O)c2cc(NC(=O)CCCC(=O)O)ccc2Cl)n1	-0.7	0	-2.6	0.1	-10	-1.5	-0.9	-2	-7
C=CCn1c(=O)c(C(=O)Nc2ncccc2O)c(O)c2ccccc21	-1.7	0	-3.0	-1.3	-5	-3.2	0.1	30	-15
CNS(=O)(=O)c1cccc(C(=O)OCC(=O)Nc2ccc3ccccc3c2)c1	0.1	0	-0.4	-0.1	-9	0.7	-2.1	10	-6
CN(Cc1ccc(OC(F)F)cc1)C(=O)c1ccc2nccnc2c1	-0.1	0	3.1	0.0	?	?	-1.9	6	-5
O=C1OC(c2ccccc2)=CC1=Cc1ccccc1O	.	-2	-0.5	.	-2	-0.3	-1.2	6	5
CC(C)CNC1=C(C(=S)Nc2ccccc2)C(=O)CC(C)(C)C1	0.1	2	.	4.5	2	-0.1	-1.8	2	-1
CN(C)c1ccc(/C=C/C(=O)c2ccc3c(c2)OCO3)cc1	0.5	-12	-9.2	-10	16	14	-3.0	20	14
Cc1nnc(SCC(=O)Nc2cc(C(F)(F)F)ccc2Cl)n1C	-1.9	-3	1.5	1.1	20	-2.4	-4.0	-9	0
CCOC(=O)Cn1cncc1-c1ccc([N+](=O)[O-])cc1	1.5	0	0.5	-0.3	0	1.3	-3.0	17	5
Cc1ccc(Cn2ccc(NC(=O)c3cc(CC(C)C)on3)n2)cc1	-0.1	-2	-0.4	-1.4	-7	-0.6	-2.6	-1	-2
c1ccc(-c2nc3ccccn3c2NCc2ccc3c(c2)OCO3)cc1	0.9	12	0.5	0.3	-8	-1.1	-0.6	14	-34
CN(C)CCN1C(=O)C(=O)/C(=C(/O)c2ccc(F)cc2)C1c1ccccc1 (configuration not stated)	-1.3	0	-1.6	-0.3	-2	-0.3	-2.8	7	0
NC1=NN=C(N2N=C(c3ccc(Br)cc3)CC2(O)C(F)(F)F)n2ncnc2C1 (configuration not stated)	0.4	56*	.	3.3	-2	-0.3	0.7	5	1
CCOc1ccc(NC(=O)CCNC(=O)c2ccc(Br)cc2)cc1	0.8	2	-1.5	-2.2	-4	-1.4	-2.4	9	-2
O=C(NC1CCC(O)CC1)c1ccc(-c2ccc([N+](=O)[O-])cc2)o1 (configuration not stated)	-0.7	7	.	2.4	-3	-2.0	-2.0	17	-11
CS(=O)(=O)N(CCc1ccccc1)CC(=O)NCc1ccccc1Cl	-0.5	12	0.0	-2.2	0	-0.1	-5.1	-9	-3
COc1cc(-c2nn3c(-c4cccc(C)c4)nnc3s2)cc(OC)c1OC	-0.3	2	-1.6	-2.3	-2	8.9	-1.2	-3	7
Cc1cc(C(=O)Nc2cc(S(C)(=O)=O)ccc2Cl)c(C)o1	-0.7	-1	-0.8	0.3	-5	0.4	-4.7	-1	-5
Cc1ccccc1NC(=O)CC1c2ccccc2CC(C)(C)N1C (configuration not stated)	-2.1	-9	.	-2.3	-4	-0.8	-3.5	-5	-6
CC(C)CNC(=O)[C@H]1N2C(=O)c3ccccc3C2SC1(C)C (some centres not stated)	-0.9	3	-1.9	1.0	-7	-2.8	0.7	7	-6
Cc1ccc(O)c(C2=Nc3ccccc3N=C(c3ccc([N+](=O)[O-])cc3)C2)c1	-0.3	2	0.6	-2.6	0	1.6	-1.1	8	-3
CCOP(=O)(OCC)C(NS(=O)(=O)c1ccccc1)C(Cl)(Cl)Cl (configuration not stated)	-1.3	0	.	-0.4	-7	-1.2	-1.7	1	-5
CC(C)(C)c1cc(NC(=O)COc2ccc(Br)cc2)n(-c2ccccc2)n1	0.3	0	-0.8	-1.7	-1	-0.3	-0.5	1	1
CCOC(=O)C1CCN(C(=O)CSc2ccccc2)CC1	0.3	0	4.8	-1.6	1	-0.4	-4.4	-11	-2
COc1ccc(CCCc2n[nH]c(=S)o2)cc1C	0.8	2	1.6	-0.8	-8	-0.5	-1.5	-1	-2
CCCCOc1ncnc2c1[nH]c1ccc(C)cc12	.	38*	-0.9	-0.6	.	.	-2.8	-4	.
O=C(C1CCCN(S(=O)(=O)c2cccc3nsnc23)C1)N1CCc2ccccc2C1 (configuration not stated)	-0.6	-2	0.6	0.7	0	0.6	-2.1	5	-2
OC1(c2cccc(C(F)(F)F)c2)CCN(c2ncnc3c2[nH]c2ccccc23)CC1	-1.8	-2	2.3	0.0	4	1.8	-2.4	16	4
COc1ccc(-c2csc(NC(C)c3nc4cc(C(F)(F)F)ccc4n3CCOCCO)n2)cc1 (configuration not stated)	12	0	0.5	-1.5	-10	0.3	-0.6	3	9
CCn1nnc2cc(C(=O)Nc3cc(Cl)ccc3C)ccc21	-0.6	1	-1.3	1.4	2	7.4	-1.1	0	4
Cc1ccccc1NC(=O)c1cccc(C(=O)Nc2ccccc2C)n1	0.9	2	0.4	0.7	-16	-1.6	-0.3	3	-12
CCC1(c2ccccc2)NC(=O)N(CC(=O)Nc2ccc(S(=O)(=O)Nc3ncccn3)cc2)C1=O (configuration not stated)	-0.4	0	0.6	0.5	-3	-0.2	0.2	3	-4
O=C(O)COc1ccccc1/C=C1\SC(=S)N(/N=C/c2ccccc2O)C1=O	0.2	-6	-3.4	1.8	-3	0.6	2.6	24	11
CN(C(=S)NC(=O)C1CC1)c1ccc(O)cc1	0.1	-1	0.3	-2.1	-3	2.2	-3.3	1	9
COc1ccc(NC(=O)C2CCN(S(=O)(=O)c3c(C)nn(C)c3C)CC2)cc1	-1.1	2	4.4	0.7	1	0.5	-1.1	2	4
Cc1ccc(OCC(=O)NCCCNC(=O)c2ccncc2)cc1C	1.0	2	0.2	1.2	-4	1.9	-0.1	-4	-4
COc1ccc(CN(C(=O)CNC(=O)c2ccco2)C(C(=O)NC2CCCC2)c2ccco2)cc1 (configuration not stated)	0.1	-7	-1.7	0.9	2	0.2	1.5	-2	-5
COc1ccc2[nH]c(C(=O)O)c(NS(=O)(=O)c3ccc(C)c(C)c3)c2c1	0.4	2	-0.5	2.8	-2	-1.1	3.6	7	-6
CSc1ccccc1NC(=O)c1ccc(CN2CCOCC2)cc1	0.3	-1	-2.8	-0.4	1	0.1	-2.1	-1	-2
CCN(C(=O)c1cnc(NC(C)C)cc1C(F)(F)F)c1ccc(Cl)cc1	-1.4	16	1.3	4.9	-5	0.0	0.3	9	-9
O=C(COc1ccc(F)cc1Cl)Nc1cccc(S(=O)(=O)N2CCCC2)c1	1.6	2	-0.2	.	7	-0.6	-0.4	3	2
COc1ccc2cnn(-c3ccccc3C)c(=O)c2c1OC	136*	9	-1.1	1.0	-3	-1.6	0.5	14	-32
CCn1nc2cc(C(=O)NCCc3cccs3)ccc2c1OC	-2.3	41*	-0.4	-2.0	1	-0.4	0.6	4	0
O=C(NCc1ccccc1)C(c1ccc(F)cc1)N(Cc1cccs1)C(=O)c1cnccn1 (configuration not stated)	0.1	-1	.	0.8	-1	0.2	-0.4	9	-2
CCCCc1c(O)nc(SCC(=O)c2ccccc2)n(-c2ccccc2C)c1=O	11	-1	0.5	1.9	14	4.1	-1.3	24	?
CSC1=NCCN1S(=O)(=O)c1ccc(F)cc1	-0.8	-3	.	-2.3	-2	-1.0	-3.1	-5	-2
COc1ccc(-n2nc(C(=O)N3CCCCC3)c3ccccc3c2=O)cc1	0.8	1	0.3	1.2	-1	0.1	-0.4	14	-5
CCc1cccc(C)c1NC(=O)CSc1nnc(CCCOc2ccc(Cl)cc2Cl)n1C	0.6	-2	-4.5	-1.9	0	-0.8	-2.0	-1	-6
CC1Cc2cc(/C(O)=C3/C(=O)C(=O)N(CCN4CCOCC4)C3c3cccc(O)c3)ccc2O1 (configuration not stated)	-0.5	1	-0.8	-0.3	-5	-0.1	-0.8	9	-1
COc1ccc(CCNC(=O)CN(C)S(=O)(=O)c2cccs2)cc1	0.2	-1	0.9	0.1	-1	-0.2	0.2	-6	7
CN(CCOc1ccccc1)C(=O)c1ccc2c(c1)OCO2	0.2	-1	0.8	1.2	3	2.5	-0.6	-5	1
CC(=O)Nc1ccc(Cl)cc1C(=O)c1ccc[nH]1	.	-7	-0.7	.	-1	-0.4	-4.3	14	0
CC(C)(C)NCCOCCOc1ccccc1-c1ccccc1	-0.7	6	.	.	1	2.9	-0.5	8	23
O=C(NCC1CCCCC1)C12CN(Cc3ccccc3)CC1C(c1cccc([N+](=O)[O-])c1)=NO2 (configuration not stated)	-0.1	5	-4.4	-1.2	-5	0.4	-0.3	16	-4
COc1ccc(C(=O)Nc2nccs2)cc1OC	0.1	2	-0.7	0.0	-3	0.4	-3.5	4	3
CC(c1ccccc1)n1cc(C(=O)NCC2CCCO2)nn1 (configuration not stated)	-0.1	1	-1.9	-2.9	6	-0.2	-2.3	-1	13
Cc1ccn2c(C(=O)NN=C3CCCCCCC3)c(C)nc2c1	-2.2	2	.	-3.1	-5	-0.6	-0.4	6	-6
(further entries)
SMILES	PfHsp40 rescue	FBA Mtb inh	Mtb BioA inh	Mtb UGM inh	Anthrax LF prot	BoNT A protease	FadD28 FP inh	GDH-TPI inh	BoNT-F LC inh
Cn1c(CN2CCOCC2)nc2cc(NC(=O)c3ccc(Cl)cc3)ccc21	0.8	-2	.	-2.6	0	0.2	-0.6	14	11
Cc1nnc(SCC(=O)NC2CCCC2)n1CCc1ccccc1	0.0	-2	-1.2	-2.4	-9	-3.0	-3.9	-5	-1
CC(C)C[C@H](NC(=O)OC(C)(C)C)C(=O)NCC1CCC(C(=O)N[C@@H](Cc2ccccc2)C(=O)O)CC1 (some centres not stated)	-0.7	-1	0.6	2.5	-3	-1.2	-2.9	2	-7
COC(=O)CSc1nnc(-c2sc3cc(OC)ccc3c2Cl)n1C	-1.2	3	7.0	-2.0	-2	-0.1	-2.7	2	11
Cc1ccc(S(=O)(=O)N(C)CC(=O)Nc2ccc(C)cn2)cc1	0.6	-1	.	-0.5	-7	-30	-3.3	0	-49
CCN(CC)c1ccc(/C=N/NC(=O)c2ccc3nc[nH]c3c2)cc1	0.1	-1	3.3	1.2	.	.	31*	60*	.
Cc1cc2nc3n(c2cc1C)CC1CC(C(=O)NCc2cccc(Br)c2)N(C)C31 (configuration not stated)	-0.5	0	-2.2	-0.9	-5	0.2	-4.4	3	-6
Cc1ccc(N(Cc2cc3cc(C)ccc3[nH]c2=O)S(=O)(=O)c2ccccc2)cc1	-1.1	0	.	2.2	-1	1.4	-0.8	9	-1
COc1ccccc1/C=C(/C(=O)OCC(=O)Nc1ccccc1C)c1ccccc1	1.5	-2	1.9	1.3	-2	-0.3	-2.8	5	0
Cc1cc(S(=O)(=O)Nc2ccc(C(=O)NCC3(N4CCCCC4)CCCCC3)cc2)ccc1F	-0.6	-2	-0.7	1.2	-2	3.4	-3.8	-1	9

Four records drawn at random from the list so far:
SMILES	PfHsp40 rescue	FBA Mtb inh	Mtb BioA inh	Mtb UGM inh	Anthrax LF prot	BoNT A protease	FadD28 FP inh	GDH-TPI inh	BoNT-F LC inh
O=C(C1CCCN(S(=O)(=O)c2cccc3nsnc23)C1)N1CCc2ccccc2C1 (configuration not stated)	-0.6	-2	0.6	0.7	0	0.6	-2.1	5	-2
CC(c1ccccc1)n1cc(C(=O)NCC2CCCO2)nn1 (configuration not stated)	-0.1	1	-1.9	-2.9	6	-0.2	-2.3	-1	13
Cc1ccc(OCC(=O)NCCCNC(=O)c2ccncc2)cc1C	1.0	2	0.2	1.2	-4	1.9	-0.1	-4	-4
COc1ccc(CCCc2n[nH]c(=S)o2)cc1C	0.8	2	1.6	-0.8	-8	-0.5	-1.5	-1	-2
